Source: PubChem (NMMLSC)
RGS4-Gao reg – modulators of RGS4 binding to Galphao, primary screen, biochemical, multiplexed bead flow cytometry | binding response (% of control), % at 10 µM | AID 1415, 2008 | 0.33% of 220,000 active | Guanine nucleotide-binding protein G(o) subunit alpha (Homo sapiens), P09471 | actives lie on both sides; in the data active = binding response below about 49% or above about 150%; inactive = in between;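 note: fluorescent Galphao activated with aluminum fluoride binding bead-coupled RGS4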
Target sequence (P09471 whole entry, looked up): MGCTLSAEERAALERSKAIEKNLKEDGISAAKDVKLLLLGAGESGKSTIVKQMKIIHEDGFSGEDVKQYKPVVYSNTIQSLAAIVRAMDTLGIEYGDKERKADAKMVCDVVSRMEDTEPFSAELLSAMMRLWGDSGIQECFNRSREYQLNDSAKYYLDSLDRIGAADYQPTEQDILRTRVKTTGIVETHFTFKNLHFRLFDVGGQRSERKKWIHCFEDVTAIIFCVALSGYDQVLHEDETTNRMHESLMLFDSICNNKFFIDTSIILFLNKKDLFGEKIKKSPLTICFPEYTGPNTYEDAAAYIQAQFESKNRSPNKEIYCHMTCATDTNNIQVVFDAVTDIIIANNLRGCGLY
Bfl-1 Bim block – inhibitors of Bim binding to Bfl-1, primary screen, biochemical, multiplexed, bead-based flow cytometry. Bim-Bfl-1 binding inhibition. AID 1008, 2008. 0.12% of 190,000 active. inhibition, % at 10 µM. Bcl-2-related protein A1 (Homo sapiens), Q16548;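 note: 0% = wells without compound plus tracer and 100% = blocker peptide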
ABCB1 inh – ABCB1 efflux pump inhibitors, primary screen, cell-based, multiplex, flow cytometry, ABCG2 counter-screen; ATP-dependent translocase ABCB1 (Homo sapiens), P08183; CCRF-Adr cells, JC-1 efflux; inhibition, % at 6.6 µM; 0.067% of 190,000 active; AID 1326, 2008; in the data active = inhibition above about 40%;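 note: 0% = vehicle and 100% = reference inhibitor; higher value means more JC-1 retained so stronger ABCB1 efflux block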
RGS8-Gao – RGS8-Galphao binding modulators, primary screen, biochemical, multiplexed bead flow cytometry; Guanine nucleotide-binding protein G(o) subunit alpha (Homo sapiens), P09471; actives lie on both sides; response (percent of control binding), % at 10 µM; 0.34% of 220,000 active; AID 1423, 2008; in the data active = response below about 60% or above about 140%; inactive = in between;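 note: Galphao activated as the GDP aluminium fluoride complex binding bead-coupled RGS8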
RGS7-Gao reg – RGS7-Galphao binding modulators, primary screen, biochemical, multiplexed bead flow cytometry; 0.35% of 220,000 active; binding response (% of control), % at 10 µM; actives lie on both sides; in the data active = binding response below about 49% or above about 150%; inconclusive = no clear call, values can overlap the other calls; inactive = in between;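 note: fluorescent Galphao held in activated GDP-AlF4 state binding bead-coupled RGS7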
Mcl-1 Bim block – inhibitors of Bim peptide binding to Mcl-1, primary screen, biochemical, bead-based flow cytometry, multiplex; Induced myeloid leukemia cell differentiation protein Mcl-1 (Homo sapiens), Q07820; Bim peptide-Mcl-1 binding; inhibition, % at 10 µM; 0.1% of 190,000 active; AID 1009, 2008;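 note: 0% = no compound tracer wells and 100% = peptide blocker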
Target sequence (Q07820 whole entry, looked up): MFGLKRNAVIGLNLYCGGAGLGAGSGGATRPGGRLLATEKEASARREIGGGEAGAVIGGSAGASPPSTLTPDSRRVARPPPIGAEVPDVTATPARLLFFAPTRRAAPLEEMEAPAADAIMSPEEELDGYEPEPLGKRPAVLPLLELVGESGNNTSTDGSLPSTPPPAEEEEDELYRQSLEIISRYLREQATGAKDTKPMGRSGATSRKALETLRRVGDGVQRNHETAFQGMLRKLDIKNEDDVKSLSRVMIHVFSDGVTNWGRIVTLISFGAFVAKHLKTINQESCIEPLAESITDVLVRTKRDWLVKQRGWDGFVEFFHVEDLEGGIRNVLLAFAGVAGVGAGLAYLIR
Bim-Bcl-W – inhibitors of Bim binding to Bcl-W, primary screen, biochemical, multiplexed, bead-based flow cytometry | Bcl-2-like protein 2 (Homo sapiens), Q92843 | Bim peptide-Bcl-W binding | inhibition, % at 10 µM | 0.02% of 190,000 active;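 note: 0% = bound tracer without compound and 100% = peptide blocker; higher means less fluorescent Bim peptide bound to Bcl-W beads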
Bim-Bcl-2 – inhibitors of Bim-Bcl-2 binding, primary screen, biochemical, multiplexed, human Bcl-2 family; inhibition, % at 10 µM; Bead-based flow cytometry, Bim peptide-Bcl-2 binding; Apoptosis regulator Bcl-2 (Homo sapiens), P10415; 0.06% of 190,000 active; in the data active = inhibition above about 40%; inconclusive = no clear call, values can overlap the other calls;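 note: 0% = no compound wells with probe peptide and 100% = reference peptide inhibitor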
Target sequence (P10415 whole entry, looked up): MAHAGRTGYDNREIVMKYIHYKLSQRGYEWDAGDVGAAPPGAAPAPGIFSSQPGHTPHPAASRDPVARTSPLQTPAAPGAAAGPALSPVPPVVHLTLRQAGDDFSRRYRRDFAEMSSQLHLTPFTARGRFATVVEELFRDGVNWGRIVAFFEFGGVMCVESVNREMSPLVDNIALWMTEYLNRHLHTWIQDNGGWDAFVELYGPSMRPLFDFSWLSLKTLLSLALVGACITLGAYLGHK
ABCG2 block – ABCG2 efflux pump inhibitors, primary screen, multiplex with ABCB1, IgMXP3 cells, flow cytometry. inhibition, % at 6.6 µM. JC-1 efflux. 0.1% of 190,000 active. AID 1325, 2008;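 active = inhibition above 80%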;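 note: 0% = DMSO and 100% = nicardipine control wells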
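Read-out basis: Efflux inhibition in percent versus controls | Test system: ABCG2 IgMXP3 and barcoded ABCB1 CCRF-Adr cell mix | Quantity: 3 million cells/mL in well | Schedule: 10 min at 25 °C | Control set: Nicardipine as high control, DMSO as low control | Reagent: JC-1 as fluorescent efflux pump substrate | Signal: Flow cytometry of retained JC-1 fluorescence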
Bim-Bcl-XL – inhibitors of Bim-Bcl-XL binding, primary screen, biochemical, multiplexed, bead flow cytometry, human Bcl-XL; Bim peptide-Bcl-XL binding, fluorescence; Bcl-2-like protein 1 (Homo sapiens), Q07817; AID 1007, 2008; inhibition, % at 10 µM; 0.04% of 190,000 active
Bim-Bcl-B – inhibitors of Bim-Bcl-B binding, primary screen, biochemical, multiplexed, human Bcl-2 family; Bcl-2-like protein 10 (Homo sapiens), Q9HD36; bead-based flow cytometry, Bim peptide-Bcl-B binding; inhibition, % at 10 µM; 0.073% of 190,000 active; AID 951, 2007;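 note: 0% = tracer peptide without compound and 100% = reference inhibitor peptide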
An asterisk follows results filed as active; ? = inconclusive; [ ] = remark or other dose. Cut-off read from the data, not from the text of the source, unless noted: active = inhibition above about 40%.

SMILES	RGS4-Gao reg	Bfl-1 Bim block	ABCB1 inh	RGS8-Gao	RGS7-Gao reg	Mcl-1 Bim block	Bim-Bcl-W	Bim-Bcl-2	ABCG2 block	Bim-Bcl-XL	Bim-Bcl-B
COc1ccc(NC(=O)CSc2nc(-c3ccncc3)nn2CC(=O)N2CCCC2)cc1	105	-7	0.1	100	104	0	1	-3	0	-2	-4
C=CCNc1nc(-c2sc(NC(=O)CC)nc2C)cs1	94	-7	0.0	96	97	-7	-3	-8	18	-5	-7
COc1cccc(NC(=O)CN(c2ccc(C)cc2)S(=O)(=O)c2c(C)nn(C)c2C)c1	107	-7	3.1	103	104	2	2	-4	34	0	-4
C[C@H](C(=O)O)c1n[nH]c(=O)c2ccccc12	98	-5	0.5	101	100	4	0	0	1	-1	0
CC1CC(C)(C)CC2(C1)NC(=O)N(CC(=O)NCC(c1ccco1)N1CCCCC1)C2=O (stereo not drawn)	97	-9	0.2	98	94	-2	0	-9	1	-6	-8
Cc1ccc2c(COC(=O)C34CC5CC(CC(C5)C3)C4)cc(=O)oc2c1	99	0	-0.4	104	101	-3	-3	-4	-2	-3	-2
CCOc1ccc(S(=O)(=O)Nc2ccc(C(=O)N/N=C(\C)c3ccc(-n4ccnc4)cc3)cc2)cc1	145	-12	0.6	112	143	0	0	-7	0	2	-5
Cc1csc(SCCN2C(=O)c3ccccc3C2=O)n1	101	-1	0.3	100	98	-4	-3	0	8	-4	-5
O=C(O)C1CC(=O)n2c(nc3ccccc32)S1 (stereo not drawn)	107	0	-0.2	115	106	2	0	1	22	-5	3
O=S(=O)(c1ccc(NC(=S)N/N=C/c2ccc(Oc3ccccc3)cc2)cc1)N1CCOCC1	98	-3	0.5	99	?	-1	0	-3	1	0	-3
COC(=O)[C@@H]1CCCN1Cc1c(C(=O)N2CCCCC2)nc2c(C)cccn12	102	-16	0.1	101	100	-5	-4	-9	0	-5	-5
OCCNCCCCOc1cccc(Br)c1	105	-1	0.0	105	99	-2	-1	-1	1	-2	-4

The last four entries of the section above lead into the next.
SMILES	RGS4-Gao reg	Bfl-1 Bim block	ABCB1 inh	RGS8-Gao	RGS7-Gao reg	Mcl-1 Bim block	Bim-Bcl-W	Bim-Bcl-2	ABCG2 block	Bim-Bcl-XL	Bim-Bcl-B
O=C(O)C1CC(=O)n2c(nc3ccccc32)S1 (stereo not drawn)	107	0	-0.2	115	106	2	0	1	22	-5	3
O=S(=O)(c1ccc(NC(=S)N/N=C/c2ccc(Oc3ccccc3)cc2)cc1)N1CCOCC1	98	-3	0.5	99	?	-1	0	-3	1	0	-3
COC(=O)[C@@H]1CCCN1Cc1c(C(=O)N2CCCCC2)nc2c(C)cccn12	102	-16	0.1	101	100	-5	-4	-9	0	-5	-5
OCCNCCCCOc1cccc(Br)c1	105	-1	0.0	105	99	-2	-1	-1	1	-2	-4
O=C(Nc1ccc(NC(=O)c2ccco2)c(Cl)c1)c1cccc([N+](=O)[O-])c1	98	-5	-1.1	100	100	-1	-3	-1	15	-7	-6
COc1ccc(CCNc2ccncn2)cc1OC	104	-12	0.0	102	104	3	0	-4	0	-4	-7
CS(=O)(=O)N(CC(=O)N/N=C/c1ccco1)c1ccccc1Br	101	0	0.5	102	98	-1	-1	-1	10	-4	-3
CC(=O)Nc1ccc(N2CCN(C(=O)c3cccs3)CC2)cc1	104	-7	-1.1	95	132	-3	-6	5	5	-6	1
O=C(CCc1nnc(CCCc2ccccc2)o1)NCCc1ccccc1	101	-5	-2.3	102	100	0	-1	-3	-6	-3	-2
CCC(=O)N1CCc2cc(S(=O)(=O)NC(CC(C)C)C(=O)N3CCc4ccccc43)ccc21 (stereo not drawn)	102	-8	6.1	97	101	-1	-1	-4	5	-6	-9
COc1ccc(Nc2nc(N)nc(CSC(=S)N3CCC(C)CC3)n2)cc1	100	13	2.5	106	99	2	15	8	10	20	17
Cc1nc(C(=O)Nc2ccc(Cl)cc2)nn1-c1ccc([N+](=O)[O-])cc1	102	-10	0.0	99	102	0	0	-10	0	-4	-5
COc1ccc(Nc2cc(C(=O)NCc3ccccn3)c3ccccc3n2)c(OC)c1	99	1	0.8	104	98	5	5	2	2	7	6
O=C(NCC1CCCO1)/C(=C\c1ccc(Cl)cc1)NC(=O)c1ccccc1 (stereo not drawn)	100	-6	1.2	100	101	-9	-7	-6	7	-11	-10
O=C(CSc1nc2ccccc2[nH]1)c1cccs1	99	0	0.4	99	98	1	0	3	4	-3	0
N/C(=N\N=C\c1cccs1)SC1CC(=O)N(c2cccc([N+](=O)[O-])c2)C1=O (stereo not drawn)	99	-7	-2.1	101	?	-3	-6	-4	-7	-2	-6

An excerpt of these results, as comma-separated lines.
structure,RGS4-Gao reg,Bfl-1 Bim block,ABCB1 inh,RGS8-Gao,RGS7-Gao reg,Mcl-1 Bim block,Bim-Bcl-W,Bim-Bcl-2,ABCG2 block,Bim-Bcl-XL,Bim-Bcl-B
CCOc1ccc(S(=O)(=O)Nc2ccc(C(=O)N/N=C(\C)c3ccc(-n4ccnc4)cc3)cc2)cc1,145,-12,0.6,112,143,0,0,-7,0,2,-5
Cc1csc(SCCN2C(=O)c3ccccc3C2=O)n1,101,-1,0.3,100,98,-4,-3,0,8,-4,-5

Exported as comma-separated lines: entries from further up
Structure,RGS4-Gao reg,Bfl-1 Bim block,ABCB1 inh,RGS8-Gao,RGS7-Gao reg,Mcl-1 Bim block,Bim-Bcl-W,Bim-Bcl-2,ABCG2 block,Bim-Bcl-XL,Bim-Bcl-B
CS(=O)(=O)N(CC(=O)N/N=C/c1ccco1)c1ccccc1Br,101,0,0.5,102,98,-1,-1,-1,10,-4,-3
CC(=O)Nc1ccc(N2CCN(C(=O)c3cccs3)CC2)cc1,104,-7,-1.1,95,132,-3,-6,5,5,-6,1

Going on with the list:
SMILES	RGS4-Gao reg	Bfl-1 Bim block	ABCB1 inh	RGS8-Gao	RGS7-Gao reg	Mcl-1 Bim block	Bim-Bcl-W	Bim-Bcl-2	ABCG2 block	Bim-Bcl-XL	Bim-Bcl-B
Cc1cccc(NC(=S)NCc2ccncc2)c1C	97	0	0.0	99	95	-4	-2	-1	-1	-2	-5
CN1CCN(C(c2cccc(C(F)(F)F)c2)c2nnnn2Cc2ccccc2)CC1 (stereo not drawn)	126	0	0.2	144*[activator]	120	-2	-2	-3	1	-13	-3
COc1cc2c(cc1NC(=S)Nc1ccccc1C)oc1ccccc12	96	-4	-0.1	99	96	0	-1	-1	1	-3	-3
CCOC(=O)CNC(=O)c1sc2nc(C)cc(C)c2c1N	100	0	0.6	101	102	-1	-1	-3	8	-5	0
O=C(c1ccc(-n2cnnn2)cc1)N1CCCCC1	103	-10	1.3	104	104	-15	-15	-11	18	-13	-19
O=C(O)c1cccnc1SCc1cccc(Cl)c1	96	-2	0.1	98	99	0	-3	0	1	-2	2
CCN(CC)CCN1C(=O)C(O)=C(C(=O)c2ccco2)C1c1ccccn1 (stereo not drawn)	101	-6	1.4	100	103	2	2	-3	3	-9	-3
CSc1nc(N2CCOCC2)c2c3c(sc2n1)CCC3	91	-3	0.5	96	90	-3	-3	0	34	-7	-4
COc1ccc(-c2nnn(CC(=O)N(CCO)C(C(=O)NC3CCCC3)c3ccc(F)cc3)n2)cc1 (stereo not drawn)	100	28	1.2	98	102	15	10	20	6	18	13
CN(C(=O)Nc1ccc(Cl)c(Cl)c1)c1ccccc1C(=O)O	99	-2	1.0	98	95	-2	-4	-5	2	-4	-9
CC(=O)NC(c1ccc(C)cc1)c1cc([N+](=O)[O-])c2cccnc2c1O (stereo not drawn)	86	-2	-0.2	89	87	-3	-2	-2	0	-4	-4
COC(=O)CNC(=O)c1ccccc1F	108	-1	0.7	101	110	-1	-2	-2	2	-2	0

Not a retest: an excerpt of the list.
SMILES	RGS4-Gao reg	Bfl-1 Bim block	ABCB1 inh	RGS8-Gao	RGS7-Gao reg	Mcl-1 Bim block	Bim-Bcl-W	Bim-Bcl-2	ABCG2 block	Bim-Bcl-XL	Bim-Bcl-B
CC(=O)NC(c1ccc(C)cc1)c1cc([N+](=O)[O-])c2cccnc2c1O (stereo not drawn)	86	-2	-0.2	89	87	-3	-2	-2	0	-4	-4
COC(=O)CNC(=O)c1ccccc1F	108	-1	0.7	101	110	-1	-2	-2	2	-2	0

(list continues)
SMILES	RGS4-Gao reg	Bfl-1 Bim block	ABCB1 inh	RGS8-Gao	RGS7-Gao reg	Mcl-1 Bim block	Bim-Bcl-W	Bim-Bcl-2	ABCG2 block	Bim-Bcl-XL	Bim-Bcl-B
O=[N+]([O-])c1ccc(O)c(C=Nc2ccc3c(c2)OCCO3)c1	101	-11	0.3	97	103	-1	-3	-14	1	-7	-10
O=C(O)C1CCN(c2ccccc2[N+](=O)[O-])CC1	101	-8	0.4	103	?	0	1	-1	6	0	-2
Cc1ccc(-c2noc(CCC(=O)NCC3CCN(Cc4cccc(C)c4)CC3)n2)cc1	99	-11	2.0	101	97	-1	0	-8	3	-4	-6
Cc1ccc(/C=C/c2nnc(-c3cccs3)o2)cc1	96	-1	0.8	102	106	0	0	0	5	-4	0
COc1ccc2c(c1OC)C(=O)OC2Nc1ccccc1S(=O)(=O)C(F)F (stereo not drawn)	103	-3	0.2	100	97	-6	-2	-7	4	-6	-2

Outcome played no part in choosing rows. Share with any hit: about 0.94%.
